Compound activity deposited in PubChem by Sanford-Burnham Center for Chemical Genomics.
CCR6 antag = CCR6 (human) receptor antagonism. P51684. CHO-K1 CCR6 PathHunter beta-arrestin, luminescence, CCL20-stimulated. inhibition, % at 20 µM. 340,000 compounds, 0.49% hits. AID 493098;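 active = compounds whose inhibition of the agonist-driven luminescence signal at 20 µM reaches about 50%, limit read from the data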;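 also: cells stimulated with CCL20 at 14 nM final; plate controls were DMSO with CCL20 for no effect and DMSO without agonist for full effect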
EBI2 block = antagonists of human EBI2 receptor; P32249; EBI2 beta-arrestin recruitment, luminescence, 7a,25-OHC stimulated; inhibition, % at 5 µM; 360,000 compounds, 0.81% hits; in the data active = inhibition above about 38%;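 also: enzyme fragment complementation signal reports receptor beta-arrestin coupling in cells; 0% = agonist plus DMSO wells and 100% = wells without agonist; some results beyond the cut were filed as inactive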
Target sequence (P32249 whole entry, looked up, the tested form may be a part): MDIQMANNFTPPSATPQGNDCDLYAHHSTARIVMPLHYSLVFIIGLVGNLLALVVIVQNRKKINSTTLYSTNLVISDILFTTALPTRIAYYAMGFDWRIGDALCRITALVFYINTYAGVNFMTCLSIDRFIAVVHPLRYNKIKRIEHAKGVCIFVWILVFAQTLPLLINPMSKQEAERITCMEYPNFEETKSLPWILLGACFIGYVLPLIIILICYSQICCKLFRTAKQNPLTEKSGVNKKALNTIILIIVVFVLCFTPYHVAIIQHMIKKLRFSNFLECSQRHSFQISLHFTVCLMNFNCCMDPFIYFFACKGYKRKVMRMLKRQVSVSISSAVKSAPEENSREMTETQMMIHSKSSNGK
697 NFkB inh = lowers PMA/ionomycin-induced NF-kB signal in 697 B cells; 330,000 compounds, 0.33% hits; inhibition, % at 4 µM; 697 B-cell NF-kB luciferase reporter, 16 h; in the data active = inhibition above about 35%
Mdm2-MdmX inh = human Mdm2/MdmX binding inhibition; O15151+Q00987; SaOS-2 split-luciferase Mdm2/MdmX complementation, luminescence; inhibition, % at 8 µM; 330,000 compounds, 3% hits;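 active = inhibition of at least 50% at 8 µM in the primary screen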
CHOP UPR activ = activators of apoptotic arm of unfolded protein response (CHOP). CHO-CHOP luciferase reporter, UPR activation, luminescence; percent of tunicamycin response over DMSO baseline. activation, % at 10 µM. 330,000 compounds, 0.34% hits. AID 449763;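 active = at 10 µM dose, activation of 40% or more, normalized to positive control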;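 also: 100% = tunicamycin at 10 µg/mL and 0% = DMSO alone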
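System: CHO-CHOP luciferase reporter cell line; amount: 500 cells/well; buffer or medium: F12 medium containing 10% fetal bovine serum; incubation: 6 h compound exposure at 37 °C after overnight seeding; measured by: luciferase luminescence after 10 min with Steady-Glo reagent; evaluation: % reporter activation, DMSO baseline versus tunicamycin full activation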
Jurkat NFkB inh = lowers PMA/ionomycin-induced NF-kB signal in Jurkat cells | PMA/ionomycin-induced NF-kB luciferase reporter, luminescence | inhibition, % at 4 µM | 330,000 compounds, 0.53% hits | AID 435003; in the data active = inhibition above about 50%
UPR XBP1 act = adaptive UPR (XBP1) activation; CHO-XBP1 luciferase reporter, IRE1-XBP1 UPR activation, luminescence; percent of tunicamycin response, DMSO as zero; activation, % at 20 µM; 330,000 compounds, 0.33% hits; AID 463104;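 active = versus positive control, 20 µM dose yields 30% or more activation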;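 also: 100% = tunicamycin at 10 µg/mL and 0% = DMSO only wells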
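Assay system: CHO-XBP1 luciferase reporter cells; Schedule: 6 h treatment, 37 °C; Detection: glow luminescence from Steady-Glo reagent; Benchmarks: high control tunicamycin 10 µg/mL final, low control DMSO vehicle only.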
Gli-Sufu antag = Gli-Sufu pathway antagonism; Sufu-KO-LIGHT fibroblasts, Gli luciferase reporter luminescence; inhibition, % at 5 µM; 340,000 compounds, 0.74% hits;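 active = inhibition above about 55%, limit read from the data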;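 also: 0% = DMSO-treated cells and 100% = wells with medium but no cells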
CXCR6 block = blocks human CXCR6 beta-arrestin recruitment. CHO-K1 PathHunter CXCR6 beta-arrestin, luminescence. inhibition, % at 20 µM. AID 602244. 360,000 compounds, 0.36% hits; in the data active = inhibition above about 34%, passing the limit was not always enough;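 also: antagonist mode with CXCL16 agonist at 10 nM final; 0% = 10 nM CXCL16 with DMSO and 100% = unstimulated wells without agonist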
Target sequence (O00574 whole entry, looked up): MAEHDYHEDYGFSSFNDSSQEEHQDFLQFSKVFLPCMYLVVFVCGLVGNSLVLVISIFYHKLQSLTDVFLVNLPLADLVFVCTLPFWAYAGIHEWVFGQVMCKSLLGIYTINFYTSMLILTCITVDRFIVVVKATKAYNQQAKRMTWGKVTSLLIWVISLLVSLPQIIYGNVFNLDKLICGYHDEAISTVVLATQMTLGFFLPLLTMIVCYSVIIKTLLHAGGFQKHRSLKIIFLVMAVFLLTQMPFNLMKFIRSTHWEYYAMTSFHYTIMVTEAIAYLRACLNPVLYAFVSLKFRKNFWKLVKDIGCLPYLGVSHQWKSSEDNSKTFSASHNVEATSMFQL
Active calls of the source: *; / = no result given.

nr	SMILES	CCR6 antag	EBI2 block	697 NFkB inh	Mdm2-MdmX inh	CHOP UPR activ
1	CCCN(c1ccc(OCC)cc1)c1ncnc2nc[nH]c12	10	-4	7	46	-0.1
2	Cc1ccccc1OCc1nc2ccccc2c(=O)n1/N=C/c1c[nH]c2ccccc12	-9	11	-4	37	1.3
3	Cc1ccc(CCNS(=O)(=O)c2cc(Br)cnc2N)cc1	4	-1	-2	21	-2.3
4	CC(NC(=O)CCCOc1ccc(Cl)cc1)c1ccccc1 (configuration not stated)	5	44*	13	22	-1.3
5	Cc1cc(N/N=C/c2ccccc2O)c2ccccc2n1	0	12	-31	21	0.6
6	O=C(NCc1ccccc1)N1CCC(c2nc3ccccc3[nH]2)CC1	-4	1	10	0	-1.5
7	CC(=O)N(C(C)=O)c1ncc2c([nH]c3ccccc32)c1C#N	6	2	25	82*	3.5
8	CCOc1ccc(Oc2c(/C=N/NC(N)=O)c(C)nn2-c2ccccc2)cc1	2	12	-16	6	-2.8
9	COc1ccc(C(C)=O)cc1COC(=O)c1cc(C)oc1C	16	-12	5	-1	-1.6
10	Cc1cccc(CN2C[C@]34C=C[C@@H](C[C@@H]3S2(=O)=O)O4)c1	-2	-5	13	19	-0.1
11	CNC(=O)COC(=O)c1ccccc1Oc1ccccc1	5	-13	9	-11	-0.5
12	CC1(C)S[C@@H]2C(C(=O)OCc3ccccc3)NC(=O)N2C1C(=O)OCc1ccccc1 (some centres not stated)	18	3	7	2	0.3
13	CCN1CCN(c2nc(N(C)c3ccccc3)nc(N)c2[N+](=O)[O-])CC1	10	0	0	-10	-1.2
14	CCCOc1ccccc1C1NC(=O)NC(C)=C1C(=O)OCCOC(C)C (configuration not stated)	-10	-2	14	18	1.5
15	Cc1noc(C)c1COC(=O)COc1ccc2c(C)cc(=O)oc2c1	7	-6	-2	12	-2.2

nr	Jurkat NFkB inh	UPR XBP1 act	Gli-Sufu antag	CXCR6 block
1	8	0	-1	4
2	-11	-1	1	-10
3	-4	-1	-10	-2
4	2	-1	-14	-10
5	-33	-5	10	-3
6	7	-1	8	1
7	36	-1	-14	-11
8	-14	10	30	2
9	9	-1	13	10
10	-1	-1	-5	3
11	-5	-1	-8	0
12	4	-2	-3	-3
13	-5	1	-32	0
14	1	0	3	2
15	3	-1	4	0

Following part:
nr	SMILES	CCR6 antag	EBI2 block	697 NFkB inh	Mdm2-MdmX inh	CHOP UPR activ
16	COc1ccccc1C(=O)NC1CCCCCCC1	5	-9	-17	4	1.8
17	N#Cc1ccc(NC(=O)c2cccs2)nc1	2	-5	-16	-8	5.2
18	COc1ccc(C(=O)NN2CCOCC2)cc1[N+](=O)[O-]	1	-2	-10	18	0.4
19	N#CCCN1CCN(S(=O)(=O)c2cc(Cl)ccc2Cl)CC1	-18	3	5	-6	-2.0
20	CC(C)Nc1cc(C(F)(F)F)nc(-c2ccccn2)n1	-3	-10	-9	1	0.8
21	CN1C(=O)C2(NCCc3c2[nH]c2ccccc32)c2ccccc21 (configuration not stated)	-6	1	21	12	-1.6
22	CC(C)(C)NC(=O)NCC1CCCC1NC(=O)NC(C)(C)C (configuration not stated)	-4	1	12	-40	0.3
23	Cc1nc2ccccc2n1CC(=O)NC1CCCCCC1	9	-7	-25	19	1.3
24	Cc1cccc(NC(=O)CSc2nncn2-c2ccccn2)c1	-2	0	10	-13	0.1
25	N#Cc1cc(-c2ccccc2)cnc1Cl	-2	-1	18	8	-1.7
26	COC(=O)c1cc(-c2cccc([N+](=O)[O-])c2)c2c(=O)n(C)c(=O)n(C)c2n1	4	13	11	48	0.7
27	COC(=O)c1sccc1NC(=O)c1ccc(Br)o1	-3	19	-4	37	-4.7
28	OCCNCc1ccc(OCc2ccc(Cl)cc2Cl)cc1	21	-16	-19	22	6.1
29	CNC(=S)N1N=C(c2ccc(Br)cc2)CC1c1ccc(OC)cc1 (configuration not stated)	3	88*	5	9	-0.4
30	COCCn1c(CN2CCN(C)CC2)nc2c1c(=O)n(C)c(=O)n2C	-14	-4	/	/	/

nr	Jurkat NFkB inh	UPR XBP1 act	Gli-Sufu antag	CXCR6 block
16	-18	4	-22	-3
17	-29	2	10	11
18	5	1	-4	-3
19	11	2	34	-10
20	1	-1	3	-2
21	-3	1	1	9
22	-19	5	35	-5
23	24	-3	5	6
24	9	-4	-4	6
25	-6	0	-1	-2
26	19	-3	9	-6
27	-10	-2	24	1
28	-16	6	6	-6
29	12	1	-1	10
30	/	/	-5	-2

EBI2 block, what is marked active above.
# | Molecule | CCR6 antag | EBI2 block | 697 NFkB inh | Mdm2-MdmX inh | Jurkat NFkB inh | UPR XBP1 act | CXCR6 block
4 | CC(NC(=O)CCCOc1ccc(Cl)cc1)c1ccccc1 (configuration not stated) | 5 | 44* | 13 | 22 | 2 | -1 | -10
29 | CNC(=S)N1N=C(c2ccc(Br)cc2)CC1c1ccc(OC)cc1 (configuration not stated) | 3 | 88* | 5 | 9 | 12 | 1 | 10

From entry 18 to 22, copied from above:
nr	SMILES	CCR6 antag	EBI2 block	697 NFkB inh	Mdm2-MdmX inh	CHOP UPR activ
18	COc1ccc(C(=O)NN2CCOCC2)cc1[N+](=O)[O-]	1	-2	-10	18	0.4
19	N#CCCN1CCN(S(=O)(=O)c2cc(Cl)ccc2Cl)CC1	-18	3	5	-6	-2.0
20	CC(C)Nc1cc(C(F)(F)F)nc(-c2ccccn2)n1	-3	-10	-9	1	0.8
21	CN1C(=O)C2(NCCc3c2[nH]c2ccccc32)c2ccccc21 (configuration not stated)	-6	1	21	12	-1.6
22	CC(C)(C)NC(=O)NCC1CCCC1NC(=O)NC(C)(C)C (configuration not stated)	-4	1	12	-40	0.3

nr	Jurkat NFkB inh	UPR XBP1 act	Gli-Sufu antag	CXCR6 block
18	5	1	-4	-3
19	11	2	34	-10
20	1	-1	3	-2
21	-3	1	1	9
22	-19	5	35	-5

Values in list order from the entries so far.
CCR6 antag, entries 21 to 28 → -6, -4, 9, -2, -2, 4, -3, 21
EBI2 block, entries 21 to 28 → 1, 1, -7, 0, -1, 13, 19, -16

Continuation:
nr	SMILES	CCR6 antag	EBI2 block	697 NFkB inh	Mdm2-MdmX inh	CHOP UPR activ
31	CSC1=NCCN1S(=O)(=O)c1ccc2ccccc2c1	16	5	-2	4	0.2
32	CCOc1ccccc1NC(=O)COc1coc(CN2CCCc3ccccc32)cc1=O	15	1	-15	12	1.6
33	COc1ccccc1N1CCN(CC(=O)c2ccc3ccn(C(C)=O)c3c2)CC1	18	-4	4	-16	0.4
34	Cc1cc(C)cc(N(C(=O)c2csnn2)C(C(=O)NC(C)(C)C)c2ccncc2)c1 (configuration not stated)	6	-2	17	-32	-0.6
35	CCOC(=O)c1c(-c2ccc(C)o2)csc1NC(=S)NC(=O)c1cccs1	46	13	-43	35	2.0
36	O=C(Cn1cnc2ccccc2c1=O)NCCC(=O)Nc1ccc2c(c1)OCCO2	12	-10	17	0	-1.5
37	O=C(Nc1ccc(N2CCCCC2)cc1)c1cncc(Br)c1	4	-8	-105	-52	6.5
38	S=c1cn[nH]c2ccccc12	10	-29	/	/	/
39	Cc1c(C(=O)N2CCOCC2)oc2ccccc12	0	3	-6	8	-1.9
40	O=C(C1CCN(c2nnc(-n3cccc3)s2)CC1)N1CCc2ccccc2C1	0	7	-18	-20	1.6
41	COc1ccc2sc(-c3ccc(SC)cc3)c(C#CC(C)(C)O)c2c1	9	-15	-56	49	4.5
42	COc1ccc(CN(C)C2CCCCC2)cc1	3	-20	27	2	1.9
43	Cc1cc(OCCn2ccnc2)ccc1C(C)C	6	-10	-27	22	-1.6
44	O=C(COc1nsnc1N1CCOCC1)Nc1ccc(Cl)cc1	4	3	-7	17	2.1
45	CC(C)C(=O)Nc1nnc(SCC(=O)N2C(C)CCCC2C)s1 (configuration not stated)	12	4	-6	-21	1.9

nr	Jurkat NFkB inh	UPR XBP1 act	Gli-Sufu antag	CXCR6 block
31	-7	1	-4	-5
32	-17	0	20	-6
33	4	-2	3	4
34	5	0	-6	-13
35	29	-1	11	27
36	-5	-4	3	4
37	-109	-2	-114	-9
38	/	/	1	-7
39	-16	-4	-1	1
40	-5	-3	-1	-2
41	-43	8	11	4
42	10	-3	2	3
43	2	0	7	0
44	-5	0	4	0
45	-7	3	50	-1

Individual results from the list:
entry 34 | UPR XBP1 act: 0
entry 45 | CXCR6 block: -1
entry 39 | CCR6 antag: 0
entry 41 | Gli-Sufu antag: 11
entry 33 | CHOP UPR activ: 0.4
entry 40 | UPR XBP1 act: -3

(continued)
nr	SMILES	CCR6 antag	EBI2 block	697 NFkB inh	Mdm2-MdmX inh	CHOP UPR activ
46	O=C(NN=Cc1ccc2c(c1)OCO2)NN=Cc1ccc2c(c1)OCO2	3	12	/	/	/
47	Cc1ccc(-n2c(SCC(N)=O)nnc2-c2ccc(S(=O)(=O)N3CCCCC3)cc2)c(C)c1	6	-5	18	19	-1.7
48	N=c1n(Cc2ccccc2)c2ccccc2n1CC(O)c1ccccc1 (configuration not stated)	10	3	2	41	-1.7
49	CC1CCCCC1NC(=O)CSc1ccsc1[N+](=O)[O-] (configuration not stated)	16	-6	/	/	/

nr	Jurkat NFkB inh	UPR XBP1 act	Gli-Sufu antag	CXCR6 block
46	/	/	-37	-3
47	4	0	-31	6
48	-4	1	25	5
49	/	/	2	0
